Source: PubChem BioAssay
Bcl-B displacement – displacers of TR3 peptide from Bcl-B, primary screen, selectivity assay for Bfl-1 inhibitor project, biochemical, fluorescence polarization; Bcl-2-like protein 10 (Homo sapiens); FP displacement of FITC-TR3 peptide from Bcl-B; higher % means a stronger effect; displacement, % at 20 µM, or IC50 in µM where a hit was titrated; actives 0.11% (n = 96,000);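 active means displacement above 50% at 20 µM plus a fluorescence interference ratio under 1.5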;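 further: plate controls were wells without compound for no effect and wells lacking Bcl-B protein for full effect; a part of the inactive calls stands beside numbers as strong as those of hits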
NFkB transloc pot – enhancers of NFkB p65 translocation in HUVEC – imaging, IL-1B stimulus, high-content imaging, primary screen | HUVEC IL-1B NFkB p65 nuclear translocation imaging | activation, % at 2 µM | AID 819, 2007 | actives 0.3% (n = 94,000);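 active means activation above 40%, about the mean plus 3 SD, also judged a hit on visual image review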;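 further: percent activation is computed from the nuclear over cytoplasmic p65 intensity ratio; values of inactives mirror those of a sister screen read the other way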
MRP resist rev – reversal of MRP1-mediated doxorubicin resistance, primary screen, H69AR cells, doxorubicin co-treatment. H69AR cells + 2 uM doxorubicin, CellTiter-Glo, 72 h. AID 602, 2007. actives 0.04% (n = 85,000). differential viability (reversal), % at 10 µM;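 active means viability drop by adding the cancer drug above about 55%, with treated viability meeting a 40% cutoff, limit read from the data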;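 further: viability without doxorubicin minus viability with 2 µM doxorubicin for each compound; larger differential means the compound sensitizes cells more to doxorubicin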
NFkB transloc inh – inhibitors of IL-1B driven NFkB p65 nuclear import, primary screen, imaging, HUVEC, IL-1B stimulus, high-content imaging. HUVEC IL-1B NFkB p65 nuclear translocation imaging. inhibition, % at 2 µM. actives 0.43% (n = 94,000). AID 796, 2007;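 active means inhibition above about 30% together with a positive call from visual inspection of the well image, limit read from the data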;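 further: nuclear over cytoplasmic p65 intensity ratio measured by imaging; 0% = IL-1B stimulated DMSO wells and 100% = unstimulated DMSO wells; values of inactives mirror those of a sister screen read the other way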
PLAP inhibition – PLAP enzyme inhibitors, biochemical, luminescence, HTS (AID 690); inhibition, % at 20 µM, or IC50 in µM where a hit was titrated; purified PLAP, luminescent substrate; higher % means a stronger effect; actives 0.08% (n = 96,000); Alkaline phosphatase, placental type (Homo sapiens); in the data active means a potency from the dose series; inactive means the rest, 99 in 100 with inhibition below about 30%; further: strong numbers were not always called active
MRP resist rev cytotoxicity – further read-out of MRP resist rev, marked with its call; viability, %; H69AR cells, CellTiter-Glo, 72 h; measured here: cytotoxicity without doxorubicin
MRP resist rev with doxorubicin – recorded beside MRP resist rev, whose call it bears; viability, %; measured here: viability with 2 uM doxorubicin; hits give low values
NFkB transloc inh cell count 2 µM – second read-out of NFkB transloc inh, no call of its own (marks repeat the call); cell count; measured here: cells passing quality filter;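 raw number of nuclei counted in each imaged well without normalization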
NFkB transloc pot cell count 2 µM – recorded beside NFkB transloc pot, whose call it bears; cell count; measured here: cells passing quality filter
* = called active by the depositor; nt = no result given. Some of the compounds tested, so the mix of outcomes need not match the whole.

SMILES	Bcl-B displacement	NFkB transloc pot	NFkB transloc pot cell count 2 µM	MRP resist rev	MRP resist rev cytotoxicity	MRP resist rev with doxorubicin	NFkB transloc inh	NFkB transloc inh cell count 2 µM	PLAP inhibition
CCOc1ccc(CCNC(=O)C2CCCN(C(=O)N(C)C)C2)cc1OCC (configuration not stated)	nt	14.8	126	nt	nt	nt	-14.8	126	nt
COCCN(C(=O)CNC(=O)c1ccco1)C(C(=O)NC1CCCC1)c1cccs1 (configuration not stated)	nt	26.4	146	-4.1	92.6	96.7	-26.4	146	nt
COCc1[nH]nc2c1C(c1ccc(OC)c(OC)c1)C(C#N)=C(N)O2 (configuration not stated)	3.4%	-3.7	153	1.2	86.5	85.2	3.7	153	-0.8%
Cc1cc(C)cc(OCCCC(=O)O)c1	-4.2%	-6.5	110	-8.0	87.3	95.3	6.5	110	-7.8%
CC(C)(C)c1ccc(S(=O)(=O)NC(Cc2ccccc2)C(=O)O)cc1 (configuration not stated)	11.6%	14.2	44	7.9	105.9	98.0	-14.2	44	-47.5%
CC(C)SC1=NC(C)(C)C=C(/C=C/c2c(Cl)cccc2Cl)N1	-15.1%	nt	nt	10.4	40.4	29.9	nt	nt	-21.6%
CCn1cc(Br)c(C(=O)Nc2ccc(F)c(Cl)c2)n1	-9.0%	nt	nt	-1.7	92.3	94.0	nt	nt	31.3%
COc1ccc2nc(SCC(N)=O)[nH]c2c1	-2.3%	-9.7	115	7.3	98.4	91.1	9.7	115	-14.1%
CCOC(=O)/C(=N\Nc1ccccc1)c1csc(Nc2ccc(C)cc2)n1	-2.2%	32.5	123	-1.8	3.3	5.1	-32.5	123	9.1%
Cc1ccc(C(=O)NCCNC(=O)CN2CCCC2)cc1	-2.3%	-4.3	137	11.0	102.8	91.8	4.3	137	15.4%
CC(=O)c1cnn(-c2cc(Oc3cccc(C)c3)ncn2)c1C	-6.9%	-14.4	172	nt	nt	nt	14.4	172	-1.6%
O=C(Nc1ccc2c(c1)oc1ccccc12)c1cccnc1	-10.4%	-2.8	106	-22.1	55.6	77.8	2.8	106	24.6%

A draw from above in order of formula weight, highest first:
SMILES	Bcl-B displacement	NFkB transloc pot	NFkB transloc pot cell count 2 µM	MRP resist rev	MRP resist rev cytotoxicity	MRP resist rev with doxorubicin	NFkB transloc inh	NFkB transloc inh cell count 2 µM	PLAP inhibition
CCOc1ccc(CCNC(=O)C2CCCN(C(=O)N(C)C)C2)cc1OCC (configuration not stated)	nt	14.8	126	nt	nt	nt	-14.8	126	nt
CC(C)(C)c1ccc(S(=O)(=O)NC(Cc2ccccc2)C(=O)O)cc1 (configuration not stated)	11.6%	14.2	44	7.9	105.9	98.0	-14.2	44	-47.5%
CC(C)SC1=NC(C)(C)C=C(/C=C/c2c(Cl)cccc2Cl)N1	-15.1%	nt	nt	10.4	40.4	29.9	nt	nt	-21.6%
CCn1cc(Br)c(C(=O)Nc2ccc(F)c(Cl)c2)n1	-9.0%	nt	nt	-1.7	92.3	94.0	nt	nt	31.3%
CC(=O)c1cnn(-c2cc(Oc3cccc(C)c3)ncn2)c1C	-6.9%	-14.4	172	nt	nt	nt	14.4	172	-1.6%
Cc1ccc(C(=O)NCCNC(=O)CN2CCCC2)cc1	-2.3%	-4.3	137	11.0	102.8	91.8	4.3	137	15.4%
O=C(Nc1ccc2c(c1)oc1ccccc12)c1cccnc1	-10.4%	-2.8	106	-22.1	55.6	77.8	2.8	106	24.6%
COc1ccc2nc(SCC(N)=O)[nH]c2c1	-2.3%	-9.7	115	7.3	98.4	91.1	9.7	115	-14.1%
Cc1cc(C)cc(OCCCC(=O)O)c1	-4.2%	-6.5	110	-8.0	87.3	95.3	6.5	110	-7.8%

The listing continues.
SMILES	Bcl-B displacement	NFkB transloc pot	NFkB transloc pot cell count 2 µM	MRP resist rev	MRP resist rev cytotoxicity	MRP resist rev with doxorubicin	NFkB transloc inh	NFkB transloc inh cell count 2 µM	PLAP inhibition
Cn1c(CN2CCOCC2)nnc1SCC(=O)NC1CCCCC1	nt	9.7	161	18.2	103.0	84.8	-9.7	161	nt
O=C(Nc1ccc(Cl)cc1)N(C1=NCCC1)c1ccc(OC(F)F)cc1	-3.2%	-0.3	162	2.0	74.7	72.7	0.3	162	3.2%
O=C(Nc1ccc2c(c1)OCO2)Nc1ccc(Br)cn1	0.8%	16.5	136	-23.8	46.1	69.8	-16.5	136	-36.2%
COC(=O)c1cc(Cl)c(NC(=O)/C=C/c2ccc(OC)c(OC)c2)cc1OC	9.8%	13.7	139	nt	nt	nt	-13.7	139	-41.7%
CC(C)C[C@@H](N)c1nnc(SCC(=O)c2ccc(Cl)cc2)o1	8.3%	3.4	96	-0.7	86.9	87.6	-3.4	96	-2.9%
CC(C)(C)c1ccc(OCCNC(=O)c2ncn[nH]2)cc1	2.4%	19.8	169	nt	nt	nt	-19.8	169	-166.1%
CCOC(=O)N1CCN(S(=O)(=O)c2ccc(OC)c(OC)c2)CC1	nt	14.4	114	12.7	96.1	83.4	-14.4	114	nt
Cc1cc(C(=O)O)sc1C	-33.5%	nt	nt	9.8	103.6	93.8	-1.6	141	nt
COc1ccc(CCN(Cc2cccs2)S(=O)(=O)c2ccc(-n3cnnn3)c(OC)c2)cc1OC	10.4%	13.0	151	nt	nt	nt	-13.0	151	-0.2%
COc1ccc(NC(=O)CN2CCN(CC(=O)Nc3ccccc3F)CC2)cc1OC	3.0%	31.8	143	9.7	96.7	87.0	-31.8	143	-17.7%
CCN1/C(=C2/OC(=S)N(C)C2=O)Sc2ccccc21	-46.3%	-1.9	109	nt	nt	nt	1.9	109	12.9%
Cc1ccnc2nc(C(=O)N3CCN(c4ccc(F)cc4)CC3)nn12	7.2%	-8.5	143	nt	nt	nt	8.5	143	19.6%
Cc1ccc(S(=O)(=O)c2nc(C)c3c(n2)CCC3)cc1	8.2%	7.7	140	nt	nt	nt	-7.7	140	-14.0%
Cc1cc(NCc2ccccc2Cl)n2nnnc2n1	-2.6%	nt	nt	12.8	100.6	87.8	nt	nt	8.6%
CCc1c(O)nc(SCC(=O)NC(C)(C)C)n(-c2ccccc2)c1=O	-0.8%	-9.5	116	-4.6	87.5	92.1	9.5	116	-6.0%
Cc1csc(C2=C(O)CN(CCc3ccccc3)C2=N)n1	6.2%	7.0	150	24.5	84.8	60.4	-7.0	150	5.2%
Cc1ccc(C(=O)Oc2ccc3c(c2)ncn3C)cc1	-0.1%	-1.0	40	-4.3	97.3	101.6	1.0	40	-32.9%
Nc1nc(-c2ccc(Br)s2)c(Br)s1	-0.5%	4.5	94	-11.2	81.8	93.0	-4.5	94	-4.0%
CCOc1c2ccc(C(=O)NCc3cc(C(F)(F)F)cc(C(F)(F)F)c3)cc2nn1C	9.6%	-5.2	133	nt	nt	nt	5.2	133	8.7%
O=C(O)c1c(F)c(F)cc2ccccc12	nt	-6.9	101	15.1	93.5	78.4	6.9	101	nt
Cc1cc2oc(C(=O)NCc3ccncc3)c(C)c2cc1C	-23.5%	-3.9	181	3.6	96.8	93.2	3.9	181	-64.3%
O=C(NC1CCCC1)C(c1ccncc1)N(Cc1ccccc1)C(=O)Cc1cccs1 (configuration not stated)	6.0%	-4.7	127	nt	nt	nt	4.7	127	-9.5%
Cc1ccc(S(=O)(=O)Nc2c(C)ccc3nsnc23)cc1	nt	1.7	98	5.9	85.5	79.7	-1.7	98	nt
CC1CCN(c2nc3c(c(=O)[nH]c(=O)n3C)n2Cc2ccccc2Cl)CC1	nt	13.8	61	33.8	67.5	33.6	-13.8	61	nt
Clc1ccc(Nc2nc(NCCN3CCOCC3)nc(N3CCOCC3)n2)cc1	0.0%	nt	nt	nt	nt	nt	nt	nt	-55.0%
Cn1c(Cn2cnc3ccccc32)nnc1SCC(=O)CC(=O)Nc1ccccc1	5.4%	15.1	128	12.5	104.4	91.9	-15.1	128	-80.0%
COc1ccc(NC(C)=O)cc1NC(=O)CSc1nc2ncccc2[nH]1	2.7%	12.7	182	19.3	108.0	88.7	-12.7	182	-139.8%
Cc1cccc(N2CCN(C(=O)C3CCN(S(=O)(=O)c4cccnc4)CC3)CC2)c1C	13.1%	-0.2	141	3.4	63.3	59.8	0.2	141	-43.9%
O=S(=O)(Nc1cccc(C(F)(F)F)c1)c1cccnc1	-3.1%	nt	nt	7.5	103.7	96.3	nt	nt	8.4%
O=C(OCc1ccccc1F)c1ccc2c(c1)OCCO2	nt	4.1	115	-4.9	91.2	96.1	-4.1	115	nt
COc1cccc2cc(-c3cn4ccc(C)cc4n3)c(=O)oc12	nt	23.9	155	0.2	81.8	81.6	-23.9	155	nt
Cc1ccc(C(c2nnnn2CC2CCCO2)N2CCN(c3cccc(C)c3C)CC2)cc1 (configuration not stated)	-4.6%	8.1	171	-12.7	55.2	67.9	-8.1	171	-33.6%
Cc1cccc(-n2c(N)cc(=O)[nH]c2=S)c1	-3.0%	10.6	127	10.9	97.2	86.3	-10.6	127	-8.2%
CN(C)CCC(O)(c1ccccc1)c1ccccc1	-4.6%	-4.0	171	2.0	95.0	93.0	4.0	171	17.9%
O=C(Nc1cccc(F)c1)N1CC=C(c2ccc(Cl)cc2)CC1	-20.4%	-3.6	174	-7.4	76.6	84.0	3.6	174	-23.8%
CCN1CCN(c2cc(=O)n(C3CCCCC3)c(=O)[nH]2)CC1	11.3%	-9.9	26	10.3	100.1	89.8	9.9	26	2.8%
CCc1nnc(NC(=O)CCc2ccc(C)o2)s1	12.8%	8.6	161	6.4	102.0	95.6	-8.6	161	19.3%
O=C(NC1CCS(=O)(=O)C1)c1ccccc1C(=O)c1ccccc1 (configuration not stated)	4.6%	nt	nt	4.7	88.3	83.6	nt	nt	-1.7%
O=S(=O)(c1ccc(C2=CSC3=NCCN23)cc1)N1CCOCC1	2.7%	24.6	152	nt	nt	nt	-24.6	152	-2.8%
O=C1c2ccccc2OCOc2ccccc21	2.0%	-13.6	63	12.1	93.7	81.5	13.6	63	9.3%
O=C(COc1ccc2ccccc2c1)Nc1ccc(S(=O)(=O)N2CCCCCC2)cc1	nt	-1.5	131	0.0	98.7	98.7	1.5	131	nt
COc1cc2c(cc1NC(=O)c1ccco1)CCCC2	-4.9%	11.9	46	-3.2	61.8	65.0	-11.9	46	-25.9%
COc1ccccc1-n1c(=O)[nH]c2c(C(N)=O)nc(CC(C)C)nc21	-2.1%	6.2	180	-11.6	66.8	78.5	-6.2	180	-47.5%
COc1ccccc1N1CCN(C(=O)CSc2nnc(-c3ccoc3C)o2)CC1	-2.0%	nt	nt	-10.2	45.5	55.7	nt	nt	-54.7%
O=C(c1cnn(-c2nc3ccccc3s2)c1)c1ccccc1O	-3.3%	8.9	145	nt	nt	nt	-8.9	145	4.5%
CCCSc1nc(N)c2c3c(sc2n1)CN(C)CC3	26.6%	nt	nt	nt	nt	nt	nt	nt	-24.9%
Cc1cc(Br)ccc1OCCCCNC(C)(C)C	-8.0%	2.5	162	nt	nt	nt	-2.5	162	-2.3%
COC(=O)Nc1ccc(S(=O)(=O)N2CCN(C)CC2)cc1	-10.3%	-11.9	120	nt	nt	nt	11.9	120	-8.3%
CC(C)NC(=O)COc1ccc(Cl)cc1Cl	10.5%	-5.5	177	27.9	108.1	80.1	5.5	177	17.3%
Cc1ccc(OCCSc2cc(C)nc(N)n2)cc1	0.3%	nt	nt	-6.1	86.1	92.1	nt	nt	17.0%
COc1ccc(CCNc2nc(-c3cccnc3)cs2)cc1OC	-0.2%	15.2	183	nt	nt	nt	-15.3	183	-4.7%
O=C(NCCN1CCCCCC1)C1CCC(CNS(=O)(=O)c2cccc3cccnc23)CC1 (configuration not stated)	nt	-8.7	164	20.2	108.4	88.2	8.7	164	-44.9%
Clc1cccc(Cl)c1Cn1cc(Br)cn1	1.1%	8.2	188	-3.9	97.5	101.4	-8.2	188	10.7%
